# IL1B secr inh – inhibitors of inflammasome signaling (IL-1 beta secretion); AID 743279; THP-1 LPS/ATP IL-1B secretion, AlphaLISA, 16 h; active compounds read low; 360,000 tested, 4.7% active; activity change, % at 57.5 µM; in the data active = activity change below about -50%; inconclusive = mostly about -30% to -49%; also: % is scaled to controls: 0 for no effect and ±100 for the full control effect
#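 Secreted IL-1B measured by AlphaLISA bead assay after 16 h compound exposure of THP-1 cells; compounds (final up to 57.5 uM) added 1 h before LPS (250 ng/mL) and ATP (1.25 mM) stimulation; lower signal means less secretion.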
# MCF10A rerep – induces DNA re-replication in MCF 10a normal breast cells | 350,000 tested, 2.9% active | MCF 10A DNA re-replication, Hoechst nuclear intensity, 48 h | Potency, µM (top dose mostly 46.1 µM), without a hit: at the highest dose activity, positive = re-replication, usual class: activators; also: potency is read from the fitted curve at half-maximal effect; % of control where 0% means no effect; nearly all actives have a fitted effect of over 50% in size
# HT1080NT lethal – kills 2HG-producing HT-1080-NT fibrosarcoma cells. HT-1080-NT fibrosarcoma viability, CellTiter-Glo ATP luminescence, 48 h. Potency, µM (highest dose often 46.1 µM), inactives show at the top dose activity, negative = less viability, hits mostly cytotoxic. 360,000 tested, 1.6% active. AID 686970;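 also: NT is the 2HG producing partner of a matched IDH1 knockdown line; potency is read from the fitted curve at half-maximal effect; 0% = DMSO-treated cells and -100% = media-only wells without cells; nearly all actives have a fitted effect of over 55% in size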
#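 Luminescent CellTiter-Glo readout after 48 hours of compound exposure at 37 degrees C defined viability of HT-1080-NT cells. Activity was normalized to DMSO wells and cell-free media wells; concentration-response curves were fitted and assigned curve classes.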
# KB-V1 MDR tox – kills drug-selected multidrug resistant KB-V1 cells; KB-V1 MDR cells viability, CellTiter-Glo, 72 h; Potency, µM (series often up to 46.1 µM), for inactives: top-dose activity change, negative = cytotoxicity, usual class: cytotoxic; 400,000 tested, 3.4% active; also: potency is read from the fitted curve at half-maximal effect; % is scaled to controls: 0 for no effect and ±100 for the full control effect; nearly all actives have a fitted effect of over 60% in size
#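 Cytotoxicity toward P-gp-expressing KB-V1 cells was determined as loss of CellTiter-Glo luminescence after 72 h at 37 degrees C. Compounds were tested in quantitative HTS format across a concentration range, with curves fitted to normalized data.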
# KB-3-1 tox – kills parental KB-3-1 adenocarcinoma cells. KB-3-1 viability, CellTiter-Glo ATP luminescence, 72 h. Potency, µM (series often up to 46.1 µM), without a hit: at the top dose activity change, negative = cytotoxic, actives largely listed as cytotoxic. 400,000 tested, 1.4% active. AID 1347075; also: potency is read from the fitted curve at half-maximal effect; % is scaled to controls: 0 for no effect and ±100 for the full control effect; nearly all actives have a fitted effect of over 60% in size
#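 Screening of KB-3-1 cells (DMEM, 10% FBS, phenol-red free) ran from lowest to highest compound concentration; after 72 h at 37 °C viability was read luminescently and curves fitted.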
# HT1080 IDH1KD tx – HT-1080 IDH1 knockdown cell toxicity (counter line). HT-1080 IDH1 knockdown viability, ATP luminescence, 48 h. Potency, µM (titrated, usually from 46.1 µM), inactives show at the top dose activity, negative = toxicity, most hits filed as cytotoxic. 360,000 tested, 2% active;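 also: potency is read from the fitted curve at half-maximal effect; 0% = DMSO wells and -100% = cell-free medium wells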
#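 Assay cells: HT-1080 with IDH1 knockdown, 750 per well, RPMI/5% FBS. Exposure: 48 h at 37 °C following 2 h pre-incubation. Read: CellTiter-Glo luminescence; fitted concentration-response, curve class assigned.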
# WRN helicase inh – inhibitors of human WRN helicase | Q14191 | WRN helicase unwinding, fluorescent forked duplex, kinetic | Potency, µM (highest dose often 114 µM), for inactives: top-dose activity change, negative = inhibition, actives largely listed as inhibitors | 360,000 tested, 0.46% active | AID 651768; also: potency is read from the fitted curve at half-maximal effect; % is scaled to controls: 0 for no effect and ±100 for the full control effect; nearly all actives have a fitted effect of over 55% in size
# Target sequence (Q14191 whole entry, looked up): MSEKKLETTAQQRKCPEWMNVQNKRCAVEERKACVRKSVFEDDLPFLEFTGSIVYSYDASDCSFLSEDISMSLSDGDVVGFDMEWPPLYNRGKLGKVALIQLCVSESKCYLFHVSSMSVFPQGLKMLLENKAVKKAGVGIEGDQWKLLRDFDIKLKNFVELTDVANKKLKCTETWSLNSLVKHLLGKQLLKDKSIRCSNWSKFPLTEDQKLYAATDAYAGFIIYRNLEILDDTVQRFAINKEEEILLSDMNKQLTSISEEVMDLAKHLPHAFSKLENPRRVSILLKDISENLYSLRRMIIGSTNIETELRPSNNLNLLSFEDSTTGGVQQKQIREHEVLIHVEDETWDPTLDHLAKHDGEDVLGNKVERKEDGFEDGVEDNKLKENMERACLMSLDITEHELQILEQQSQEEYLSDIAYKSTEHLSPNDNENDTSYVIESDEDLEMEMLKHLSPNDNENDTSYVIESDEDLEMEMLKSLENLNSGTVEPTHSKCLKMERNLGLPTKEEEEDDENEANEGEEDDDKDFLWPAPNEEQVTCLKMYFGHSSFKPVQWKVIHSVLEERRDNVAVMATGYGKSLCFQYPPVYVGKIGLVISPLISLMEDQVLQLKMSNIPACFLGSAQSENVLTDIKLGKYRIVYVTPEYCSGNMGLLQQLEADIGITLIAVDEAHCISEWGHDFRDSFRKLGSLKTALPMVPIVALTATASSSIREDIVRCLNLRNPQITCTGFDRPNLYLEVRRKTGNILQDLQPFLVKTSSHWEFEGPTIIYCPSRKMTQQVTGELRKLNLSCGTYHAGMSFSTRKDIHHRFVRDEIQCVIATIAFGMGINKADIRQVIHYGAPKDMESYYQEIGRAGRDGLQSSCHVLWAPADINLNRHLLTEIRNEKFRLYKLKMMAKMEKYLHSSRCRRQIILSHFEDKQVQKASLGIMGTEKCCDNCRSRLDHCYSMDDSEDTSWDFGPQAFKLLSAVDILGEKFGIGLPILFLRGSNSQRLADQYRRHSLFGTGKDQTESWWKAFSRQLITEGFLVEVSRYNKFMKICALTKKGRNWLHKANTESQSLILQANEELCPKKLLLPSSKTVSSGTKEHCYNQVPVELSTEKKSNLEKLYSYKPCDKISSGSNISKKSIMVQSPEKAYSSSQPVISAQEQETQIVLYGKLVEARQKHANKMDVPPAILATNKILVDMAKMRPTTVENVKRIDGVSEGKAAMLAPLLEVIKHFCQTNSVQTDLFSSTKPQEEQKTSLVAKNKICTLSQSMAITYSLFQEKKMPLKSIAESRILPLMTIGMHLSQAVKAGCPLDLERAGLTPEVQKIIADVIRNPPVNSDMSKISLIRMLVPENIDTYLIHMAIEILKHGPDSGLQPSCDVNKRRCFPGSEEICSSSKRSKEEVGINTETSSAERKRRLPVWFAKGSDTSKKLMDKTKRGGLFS
#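 Kinetic fluorescence helicase assay: unwinding of a quenched forked DNA duplex (100 nM final) with 2 mM ATP final raises red fluorescence (525/598 nm). Compounds sat 15 min at room temperature with 20 nM WRN beforehand.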
# SW480 rerep – DNA re-replication induction in SW480 cells. SW480 DNA re-replication, Hoechst DNA content imaging, 48 h. Potency, µM (top dose mostly 46.1 µM), for inactives: at the highest dose re-replication activation, most hits filed as activators. 340,000 tested, 1.8% active; also: potency is read from the fitted curve at half-maximal effect; % of control where 0% means no effect; nearly all actives have a fitted effect of over 55% in size
#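 Image-based DNA-content assay: after two days of treatment, nuclei were labelled with the DNA dye Hoechst and imaged, and hits were compounds raising the count of nuclei showing high fluorescence intensity.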
# ATXN2 expr inh – ATXN2 expression inhibition; Potency, µM (doses to about 57 µM), inactives show at the highest dose activity change, negative = inhibition, most hits filed as inhibitors; HEK-293 ATXN2-luciferase reporter, luminescence, 24 h; AID 1745845; 360,000 tested, 0.72% active; also: potency is read from the fitted curve at half-maximal effect; % is scaled to controls: 0 for no effect and ±100 for the full control effect; nearly all actives have a fitted effect of over 55% in size
#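 qHTS (up to 57 uM final) was run with 24 h compound exposure of reporter cells at 37 °C. Each well was multiplexed: SteadyGlo luminescence measured ATXN2-luciferase expression after a fluorogenic Gly-Phe-AFC viability readout (25 uM final).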
# Numbers without * were called inactive; u = inconclusive; x = not tested or not shown; & = joins results of further samples; [ ] = dose if it differs, or a comment. Unless noted, calls follow the shape of the dose curve; as a rule, active = well fitted curve in the direction sought with a large enough effect; inconclusive = small, poorly fitted or top-dose-only effect, or another doubt; inactive = no such curve, though single readings can be large; an effect the other way counts as inactive or inconclusive.
SMILES,IL1B secr inh,MCF10A rerep,HT1080NT lethal,KB-V1 MDR tox,KB-3-1 tox,HT1080 IDH1KD tx,WRN helicase inh,SW480 rerep,ATXN2 expr inh
COc1ccc(/C=C/C(=O)NC(=S)Nc2ccccc2)cc1OC,23,17%,20%,-3%,-2%,27%,9%,18µM*,-27%
CN(C)/C=C(\C#N)C(=O)Nc1ccccc1,-25,-15%,5%,-4%,-26%,11%,1%,-10%,23%
CCc1ccccc1NC(=O)Cn1nc(C(F)(F)F)c2c1CCC2,-16,0%,2%,0%&0%,14%&-25%,5%,0%,0%[9.22 µM],-2%&-8%
Cc1ccc(C)c(CN2CCC(CNC(=O)Nc3ccc(F)c(Cl)c3)CC2)c1,-92*,26µM*,26µM*,-27%,u,18µM*,4%[57.1 µM],18µM*,u
CC1=C[C@@H](C)[C@@H](c2ccc(C(F)(F)F)cc2)OC1=O,9,0%,0%,u,17%,7%,1%,-10%,-12%
CCCOC(=O)C(C)n1cnc2sc(C)c(C)c2c1=O (configuration not stated),1,-7%,0%,1%,-8%,-7%,-11%,0%,x
Nc1c(Cl)ncnc1N1CCOCC1,36,0%,-2%,11%,-10%,-3%,-3%,2%,5%
COc1ccc(N2C(=O)c3ccccc3NC2c2ccccc2O)cc1 (configuration not stated),-18,0%,-24%,-20%,1%,-27%,-4%[57.1 µM],-2%,-5%
Clc1cncc(Cl)c1N/N=C/c1ccncc1,-95*,17%,-14%,u,-6%,u,7%,-3%,-2%
COC(=O)C(N)CCCCN (configuration not stated),14,-11%,0%,3%,0%,0%,2%,-8%,1%
COc1cccc(CNC(=O)[C@@H]2CCCN2C(=O)[C@H]2CCCCN2C(=O)c2ccc(Cl)cc2)c1,-11,x,-2%,26%,22%,-11%,6%,x,8%
Clc1cccc(CN2CCC3CC2c2cc(N4CCCCC4)ccc23)c1 (configuration not stated),23,u,0%,0%,0%,-1%,-2%,-4%,-9%
CCOC(=O)N1CCC(NC(=O)C2CCCN(Cc3nc(-c4ccc(CC)cc4)oc3C)C2)CC1 (configuration not stated),-9,19%,-14%,-16%,-50%,-7%,11%,u,u
O=C(NC12CC3CC(CC(C3)C1)C2)N1CCC(O)CC1,14,-1%,4%,u,5%,-5%,-18%,-2%,-10%
O=C(c1ccccc1)c1cc([N+](=O)[O-])ccc1N1CCCC1,-12,u,-7%,0%,u,-19%,-21%,11%,-35%
Nc1ccn(CC(=O)NCc2ccccc2)c(=O)n1,22,22%,11%,-16%,-8%,9%,-2%,-1%,-2%
Cc1cccc(Nc2c(F)c(F)c(F)c(F)c2C(=O)O)c1,33,-13%,-4%,1%,-5%,0%,6%,-8%,-2%
c1cncc(-c2ccc3ncnc(NCc4ccc5c(c4)OCO5)c3c2)c1,x,2%,x,0%,-15%,x,x,-6%,13%
O=C(CSc1nnnn1-c1ccccc1)NCC1(N2CCCCC2)CCCCC1,19,-3%,3%,-9%,3%,10%,3%,-19%,-10%
COc1ccc(-c2ccc(CN3C(C(C)C)C(=O)N(Cc4cn(CC5CCCCC5)nn4)CCS3(=O)=O)cc2)cn1 (configuration not stated),-3,x,1%,-17%,u,-4%,-10%,x,-5%
COc1cc(O)c(C(CC(=O)N2CCN(c3ccccc3)CC2)c2ccc(N(C)C)cc2)c(OC)c1 (configuration not stated),-15,5%,3%,3%,2%,-4%,-5%,7%,-2%
C=CCC(C(=O)OC)(C(=O)OC)c1ccc([N+](=O)[O-])cc1[N+](=O)[O-],33,-12%,8%,-5%,16%,25%,-11%,-2%,-26%
S=c1[nH]nc(-c2ccccc2Cl)n1CC1CCCO1 (configuration not stated),19,-3%,7%,22%,8%,8%,5%,-4%,3%
CCCCCn1nc(C(=O)OCc2nc(N)nc(Nc3ccccc3)n2)c2ccccc2c1=O,u,18%,-28%,0%,13%,-22%,-3%,1%,0%
COc1cc2c(cc1OC)C(C(C(=O)N(CCc1ccc(OC)c(OC)c1OC)CCc1ccc(OC)c(OC)c1OC)c1ccccc1)=NCC2 (configuration not stated),x,4%,x,u,u,x,x,4%,-30%
Cc1cccc(NC(=O)c2cc(=O)n(Cc3ccccc3)c(=O)[nH]2)c1,11,u,0%,u,2%,-18%,-1%,-5%,0%
CC(C)Nc1nc(-c2ccncc2)nc(-c2ccccc2)c1C#N,15,0%,-2%,-2%,0%,0%,1%,-3%,u
CC1(C(=O)NS(=O)(=O)c2ccc(Cl)cc2)CCN1C(=O)c1ccc(C2CCCCC2)cc1 (configuration not stated),28,x,5%,3%,0%,3%,3%,x,-1%
Cc1ccc(C(=S)N2CCCCCC2)cc1,13,7%,14%,-24%,15%,6%,-2%,-4%,-4%
O=C(NCCC(=O)N1CCN(C(=O)c2ccco2)CC1)c1ccccc1Cl,5,-2%,2%,0%,-1%,9%,-12%,-1%,4%
Cc1ccc2c(cnn2C(=O)CCC(=O)NCc2cccc(Cl)c2)c1,21,19%,11%,-9%,16%,11%,9%,-2%,-37%
C=CCNc1nc(NCc2ccccc2)nc(OCC)n1,-15,u,0%,24%,7%,-4%,-4%,-2%,7%
CC(=O)C(=Cc1ccc(-c2ccccc2)cc1)C(=O)c1ccccc1,-112*,x,15µM*,u,u,23µM*,-8%,x,u
Cc1ccc(S(=O)(=O)N2CCOCC2)cc1C(=O)NC(C)CCc1ccccc1 (configuration not stated),11,-4%,1%,-7%,15%,-1%,-3%,-21%,-2%
CCOC(=O)C1=C(C)NC(=O)NC1c1ccccc1 (configuration not stated),-3,-2%,-5%,12%,0%,-3%,-1%,-42%[inhibitor][9.22 µM],-6%
CCSc1nc2sc3c(c2c(=O)n1CC)CCC3,24,3%,6%,-8%,-1%,-2%,-14%,7%,x

# Whole records, looked up by structure. Values in the order: IL1B secr inh, MCF10A rerep, HT1080NT lethal, KB-V1 MDR tox, KB-3-1 tox, HT1080 IDH1KD tx, WRN helicase inh, SW480 rerep, ATXN2 expr inh
# CC1(C(=O)NS(=O)(=O)c2ccc(Cl)cc2)CCN1C(=O)c1ccc(C2CCCCC2)cc1 (configuration not stated) across the screens: 28, x, 5%, 3%, 0%, 3%, 3%, x, -1%
# Cc1ccc(S(=O)(=O)N2CCOCC2)cc1C(=O)NC(C)CCc1ccccc1 (configuration not stated) across the screens: 11, -4%, 1%, -7%, 15%, -1%, -3%, -21%, -2%
# O=C(c1ccccc1)c1cc([N+](=O)[O-])ccc1N1CCCC1 across the screens: -12, u, -7%, 0%, u, -19%, -21%, 11%, -35%
# C=CCC(C(=O)OC)(C(=O)OC)c1ccc([N+](=O)[O-])cc1[N+](=O)[O-] across the screens: 33, -12%, 8%, -5%, 16%, 25%, -11%, -2%, -26%

# The list goes on:
SMILES,IL1B secr inh,MCF10A rerep,HT1080NT lethal,KB-V1 MDR tox,KB-3-1 tox,HT1080 IDH1KD tx,WRN helicase inh,SW480 rerep,ATXN2 expr inh
CCOc1cc(N2CCOCC2)c(OCC)cc1NC(=O)c1ccco1,4,2%,9%,-26%,29%,10%,12%,-3%,-12%
COc1ccc(C(=O)NC(=S)Nc2cccc3nc(C)ccc23)cc1OC,0,u,1%,u,-2%,-6%,3%,1%,-31%
Cc1cc(C)nc(SCCS(=O)(=O)Cc2ccc(Cl)cc2)n1,-6,-1%,2%,-9%,-5%,4%,-9%,-2%,-11%
CC(C)C(=O)N1CCC2(CC1)Oc1ccc(Cl)cc1C(=O)C21CC(c2cccnc2)=NO1 (configuration not stated),-24,8%,6%,4%,13%,5%,-2%,u,5%
Cc1cccc(Nc2nnc(-c3ccc(C(=O)N4C[C@H]5C[C@H](C4)c4cccc(=O)n4C5)cc3)c3ccccc23)c1,-30,u,-2%,-12%,16%,-9%,-33%,21%,-7%
Cc1ccc(NC(=O)CSCC(=O)N2c3ccccc3CCc3ccccc32)cc1,u,-5%,u,-25%,1%,-2%,-2%,-9%,8%
CCn1ncc(Br)c1C(=O)Nc1ccn(C23CC4CC(CC(C4)C2)C3)n1,39,11%,-16%,u,u,-20%,3%,-4%,-7%
CCCCC[C@@H](C)N1C[C@@H](COCc2ccccc2)Oc2cc(N3CCC[C@H]3C(N)=O)ccc2S1(=O)=O,-30,x,u,-16%,-27%,u,-4%,x,u
COc1cc(CNCC(O)c2ccccc2)ccc1OCc1ccc(Cl)nc1 (configuration not stated),-22,-2%,u,-33%,-3%,u,-11%,5%,-9%
COc1ccccc1N1CCN(CCCN2C(=O)C3CCCCN3C2=O)CC1 (configuration not stated),0,13%,3%,-8%,1%,5%,-9%,-11%,7%
COC(=O)c1ccc(CNC(=O)CN(CCC(C)C)S(=O)(=O)c2ccc3c(c2)OCCO3)cc1,17,15%,4%,-24%,-9%,4%,-16%,-6%,-9%
Cn1c(=O)c2[nH]c(CN3CCCCC3)nc2n(C)c1=O,22,-3%,8%,25%,1%,10%,-5%,-5%,-10%
CCN(CC)S(=O)(=O)c1ccc2oc(C(=O)NC3CCCc4ccccc43)c(C)c2c1 (configuration not stated),-1,u,-21%,u,-30%,-3%,-11%,2%,-16%
Cc1cc(C)cc(OCC(=O)OC(C)C(=O)Nc2c(C)n(C)n(-c3ccccc3)c2=O)c1 (configuration not stated),6,-1%,0%,-2%,5%,2%,3%,-6%,-2%
CCC(C)(C)n1nnnc1C(c1cccs1)N1CCN(Cc2ccccc2)CC1 (configuration not stated),-6,-6%,4%,-18%,-13%,8%,-14%,4%,7%
Cc1ccc([N+](=O)[O-])cc1N=C1C(=O)Nc2ccccc21,-89*,2%,-29%,14%,7%,u,1%[11.6 µM],8%,-26%
Cc1oc(C(=O)O)cc1COc1cccc2cccnc12,13,-2%,21%,u,15%,12%,u,1%,5%

# Screening results as filed in PubChem.
